EWS-Fli inh = EWS/Fli transcriptional activity inhibition; A673 NR0B1-luciferase reporter, viability-normalised; inhibition, % at 12.6 µM; 350,000 tested, 0.67% active;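 active = mean inhibition of at least 50% after viability correction, with every replicate also passing that limit; inconclusive = mean reaches 50% but only one of two replicates passes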;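 also: firefly luciferase signal divided by Alamar Blue viability fluorescence both relative to DMSO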
XiGFP reactiv = X-chromosome reactivation activator. XiGFP mouse fibroblasts, % GFP-positive cells imaging, 3 d; cells co-treated with 5-aza-dC sensitizer; scaled so ellipticine positive control = 100%. activation, % at 7.58 µM. 360,000 tested, 0.055% active;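 active = mean normalized replicate activation at least 10% and every replicate at or above 10%; inconclusive = only one of the two criteria met; inactive = mean below 10% and not all replicates reach 10%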;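 also: 0% = median of on-plate neutral control wells and 100% = ellipticine 6 µM median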
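System: 68-5-11 XiGFP fibroblast line; Timing: 3 days compound exposure; Compound dosing: one concentration, pinned; Benchmarks: positive control ellipticine, 6 µM final; Buffer or medium: DMEM containing 5-aza-dC.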
PAX8 reporter = lowers PAX8-driven luciferase in RMG-I cells; RMG-I TPO-luciferase reporter, SteadyGlo, 24 h; inhibition, % at 12.6 µM; 360,000 tested, 1.2% active; AID 652154;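 active = mean replicate inhibition at least 60% with every replicate also reaching 60%; inconclusive = only one of the two criteria is met; inactive = mean below 60% and not all replicates reaching 60%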;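 also: luciferase light reporting Pax8 driven TPO promoter activity; plate controls were median of neutral control wells for no effect and mitoxantrone controls for full effect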
GSIS activator = primary screen for activators of insulin secretion dependent on glucose, INS-1E cells, GLuc reporter luminescence. activation, % at 16.6 µM. INS-1E GLuc reporter insulin secretion, 2-3 h. 370,000 tested, 0.61% active;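 active = lowest replicate activation of at least 40%, so every replicate reaches that level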;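 also: 0% = median of neutral control wells and 100% = median of IBMX positive control wells; some compounds called inactive have numbers as strong as hits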
DENV2 CPE = protects cells from dengue virus 2 cytopathic effect; DENV2-infected cells, cytopathic effect rescue, plate reader; CPE inhibition, % at 9.99 µM; 350,000 tested, 1.7% active; AID 651640; in the data active = CPE inhibition above about 20%, passing the limit was not always enough; inconclusive = no clear call, values can overlap the other calls; tested in BHK-21 cells;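 also: 0% = median of neutral control wells and 100% = median of positive control wells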
ARNT TACC3 PPI = ARNT/TACC3 interaction disruption | Q9Y6A5 | AlphaScreen His-ARNT PAS-B/GST-TACC3 binding, luminescence; TACC3 fragment carries E629A point mutation | inhibition, % at 9.99 µM | 390,000 tested, 0.66% active | AID 623870;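 active = mean inhibition of replicates at least 50% and at least half of replicates each reaching 50%; inconclusive = half or more replicates reach 50% but mean below 50%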;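 also: 0% = complete ARNT plus TACC3 wells and 100% = ARNT alone without TACC3; many hits fall short of the cut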
ERp5 block = blocks human ERp5 reductase activity on insulin; AID 651711; Q15084; inhibition, % at 9.99 µM; ERp5 insulin aggregation, absorbance 650 nm, 90 min; 350,000 tested, 0.05% active;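 active = mean replicate inhibition above about 25%, with every replicate also reaching it, limit read from the data, passing the limit was not always enough; inconclusive = only one of those two criteria met; inactive = neither criterion met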
Target sequence (Q15084 whole entry, looked up): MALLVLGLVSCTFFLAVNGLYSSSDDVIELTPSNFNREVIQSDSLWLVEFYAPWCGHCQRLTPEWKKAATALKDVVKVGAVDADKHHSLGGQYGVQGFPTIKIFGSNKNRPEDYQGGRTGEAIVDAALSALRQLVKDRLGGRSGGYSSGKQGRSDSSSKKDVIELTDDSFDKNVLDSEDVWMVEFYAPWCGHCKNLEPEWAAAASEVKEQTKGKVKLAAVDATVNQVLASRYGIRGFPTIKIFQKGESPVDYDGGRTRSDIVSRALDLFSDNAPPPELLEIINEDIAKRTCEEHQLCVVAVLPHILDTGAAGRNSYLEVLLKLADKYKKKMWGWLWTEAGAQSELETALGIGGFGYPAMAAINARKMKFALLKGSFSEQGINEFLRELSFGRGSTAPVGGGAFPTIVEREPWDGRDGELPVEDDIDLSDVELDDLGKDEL
F508del corr = CFTR F508del correction in bronchial cells. CFBE cells, YFP halide quenching; stimulated with forskolin plus potentiator P3; % fluorescence drop versus neutral controls. activity (quench increase), % at 7.58 µM. 350,000 tested, 0.36% active;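 active = mean added fluorescence quench of at least 8% versus neutral control, with both replicates also reaching 8%; inconclusive = only one of the mean or replicate conditions met; inactive = mean below 8% and not both replicates reaching 8%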;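 also: cells transiently co-express mutant CFTR-F508del with the halide-sensitive YFP; corrector assay measuring rescue of mutant channel to the surface after 24 h compound exposure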
* = called active by the depositor; ? = inconclusive; . = no result given. Random draw from the library, and some 4.2% of all compounds hit somewhere here.

mol,EWS-Fli inh,XiGFP reactiv,PAX8 reporter,GSIS activator,DENV2 CPE,ARNT TACC3 PPI,ERp5 block,F508del corr
CCCCCCn1cc(CN2CC(N3CCN(CCN(C)C)CC3)CS2(=O)=O)nn1 (stereo not drawn),7,0.0,-13,5,-9,.,2,-3.2
COc1ccc(/C=N/Nc2ccc(C(F)(F)F)cc2[N+](=O)[O-])cc1O,.,0.5,6,1,.,-7,.,.
COCC(=O)N1CC[C@@H]2[C@@H](CO)Nc3ccc(-c4cccc(C#N)c4)cc3[C@@H]21,-4,0.3,11,15,?,-12,5,1.9
CC(=O)c1ccc(NC(=O)CSc2nccn2C)cc1,-56,0.3,-46,0,?,1,3,-0.4
O=C(CNC(=O)c1ccc(Br)o1)NNC(=O)c1n[nH]c(=O)c2ccccc12,7,0.3,16,7,-14,2,-9,2.2
CCCCNC(=O)C1CC(c2ccccc2[N+](=O)[O-])=NO1 (stereo not drawn),-10,0.1,-8,-22,5,.,3,1.7
CCOC(=O)c1csc(NC(=O)c2ccc(S(=O)(=O)N3CCCC3)cc2)n1,-26,.,.,4,-2,-3,3,-4.0
Cc1ccc(S(=O)(=O)CCNC(=O)Cc2ccccc2)cc1,1,0.0,-8,6,8,-4,-7,0.0
COC(=O)c1sc2nc(CSc3ccc(Br)cc3)[nH]c(=O)c2c1C,-8,7.2,0,7,2,-2,-3,3.1
N#C/C(=C\c1cc(O)c(O)c(O)c1)C(N)=O,14,0.0,-10,-10,1,11,0,2.3
COc1ccc(NC(=O)NCCN2CCN(c3cccc(Cl)c3)CC2)cc1,6,-0.1,4,-31,-15,-5,4,0.8
CCN(C(=O)COC(=O)c1oc2ccccc2c1C)c1c(N)n(Cc2ccccc2)c(=O)[nH]c1=O,-3,0.1,-2,11,-9,-1,-1,-1.9
S=c1[nH]nc(-c2ccccn2)n1/N=C/c1ccc(Cl)cc1,3,0.2,4,9,-2,77*,1,-0.1
CCCNC(=O)Nc1ccc2c(c1)C(=O)N(C)[C@@H]1CC[C@@H](CC(=O)NCCCN(C)C)O[C@@H]1CO2,1,0.0,-1,-2,6,-10,-3,-2.1
O=C(C1CCCC1)N1CCCCN2[C@H](CO)[C@@H](c3ccc(-c4cccc(F)c4)cc3)[C@@H]2C1,30,.,10,.,8,8,-1,0.8
COCCCNC(=S)N1CCN(c2nc(-c3ccc(Cl)cc3)cs2)CC1,15,0.2,19,.,-5,.,-8,.
COc1cc(NC(=O)c2ccc3c(c2)C(=O)N(CCC(C)C)C3=O)c(C(=O)O)cc1OC,2,-0.1,22,0,-5,-7,1,0.3
O=C1NCCN(Cc2ccc(Cl)c(F)c2)C1CC(=O)N1CCCO1 (stereo not drawn),-20,0.0,-16,3,17,.,6,-2.7
CC(C)(C)N(Cc1ccccc1)C(=O)COC(=O)CCc1c[nH]c2ccccc12,.,0.3,-23,-4,.,2,.,.
CC(C)CC#Cc1cnc2c(c1)C(=O)N([C@@H](C)CO)C[C@@H](C)[C@@H](CN(C)S(=O)(=O)c1cn(C)cn1)O2,-7,-0.2,-9,3,-1,-2,4,2.7
COc1cc(OC)cc(C(=O)Nc2nc3ccc(S(C)(=O)=O)cc3s2)c1,-72,0.2,-71,-8,-5,-7,-2,6.5
C[C@@H]1CCCCO[C@@H](CN(C)Cc2ccc(C(F)(F)F)cc2)[C@H](C)CN([C@@H](C)CO)C(=O)c2cc(NC(=O)Cc3ccccc3)ccc2O1,14,0.0,81*,-12,-18,-2,.,-3.6
CC(=O)Oc1ccccc1C(=O)Nc1ccccc1C(=O)N1CCCC1,.,0.0,-8,16,-2,-11,-3,-0.9
O=C(Nc1ccccc1N1CCCC1)c1ccc([N+](=O)[O-])cc1Cl,-1,0.0,-5,4,11,1,-4,0.9
O=S(=O)(NCCC1CC1(Cl)Cl)c1ccc(Cl)cc1 (stereo not drawn),5,0.0,-5,-44,-4,-5,-5,-2.2
CCC(=O)N1CCc2cc(S(=O)(=O)CCC(=O)NCc3ccccc3OC)ccc21,0,0.4,-7,14,-2,-1,5,-0.7
CN(C)CC(=O)N1[C@H](C#N)[C@H](c2ccc(C#CC3CCCCC3)cc2)[C@H]1CO,1,-0.1,-2,10,15,11,-10,0.9
COc1ccccc1OCc1ccc(C(=O)Nc2cc(OC)c(OC)c(OC)c2)o1,9,0.1,9,-3,-4,0,-5,-2.3
Cc1ccc(Nc2nc(N)nc(CCl)n2)cc1,71*,0.1,105*,-2,-18,5,0,-32
CC(=O)Nc1sc(C)c(C)c1C(=O)OCC(=O)Nc1cccc(C)c1,20,0.0,3,0,0,-1,-2,-1.8
CCCNC(=O)Nc1ccc2c(c1)C(=O)N(C)[C@H]1CC[C@H](CC(=O)NC)O[C@H]1CO2,-10,0.2,-27,23,?,-7,.,-1.3
CC(C)NC(=O)Nc1cccc2c1O[C@H](CN(C)S(C)(=O)=O)[C@H](C)CN([C@@H](C)CO)C2=O,-5,0.0,-27,-4,15,.,.,0.4
C[C@H](CO)N1C[C@H](C)[C@H](CN(C)S(=O)(=O)c2cccs2)Oc2ccc(NC(=O)C3CCCCC3)cc2CC1=O,-5,0.1,-10,-4,2,-3,1,0.5
O=S(=O)(c1cccc2ccccc12)N1CCC2CC1c1cc(-c3ccc4c(c3)OCO4)ccc12 (stereo not drawn),21,.,-3,-3,-7,.,8,1.1
N#CC1=C(N)C(C#N)(C#N)C(c2ccc[nH]2)C2CCCC=C12 (stereo not drawn),9,.,.,8,1,7,-1,2.7
CO[C@@H]1CN(C)C(=O)c2ccc(NC(C)=O)cc2OC[C@H](C)N(Cc2ccncc2)C[C@H]1C,-8,0.0,.,-8,10,-7,12,-4.8
COc1ccccc1OCC(=O)Nc1cc(C)ccc1NC(=O)c1ccco1,.,0.1,.,23,-5,-4,-7,-0.7
C[C@H]1CN([C@@H](C)CO)C(=O)c2cccc(NC(=O)NC3CCCCC3)c2O[C@@H]1CN(C)S(=O)(=O)c1cccs1,5,-0.1,.,-2,-5,0,-2,1.8
COc1ccccc1-c1cn(CC[C@H]2CC[C@@H](NC(=O)NC(C)C)[C@H](CO)O2)nn1,-4,-0.2,2,26,28*,-9,8,1.0
Cc1cc(C(=O)NCc2ccco2)c2ccccc2n1,0,0.0,-3,-4,5,-8,1,-1.7
CCOc1ccc(/C=C/C2=NNC(=O)CC2)cc1,-20,0.0,-111,20,17,-12,-3,2.0
Cc1nnsc1C(=O)Nc1ccc(S(=O)(=O)N2CCCCC2)cc1,11,0.5,-17,10,9,8,5,3.7
CCN(Cc1ccccc1)N=Nc1ccccc1,-11,0.3,12,-5,11,.,-10,-1.7
O=C(Nc1ccccc1F)N1CC(=O)N2[C@H](C1)[C@H](c1ccc(C#CC3CC3)cc1)[C@@H]2CO,-5,-0.1,16,-14,-8,.,4,0.2
COc1ccccc1N1CCN(C2CCN(C(=O)COc3cccc(C)c3)CC2)CC1,.,-0.1,9,-1,.,-7,.,.
CC(C)(C)c1ccc(C(=O)NNC(=O)C2CCCCC2)cc1,-42,0.1,-79,1,1,-13,6,2.8
O=C(Nc1nc2cc3c(cc2s1)OCO3)C1CCCCC1,.,0.0,-251,3,-3,-2,-2,0.4
CCCCn1nnnc1C(c1ccccc1)N1CCN(C(=O)C2CCCO2)CC1 (stereo not drawn),1,0.0,-4,2,11,.,3,2.7
O=C(CNC(=S)NC(=O)c1ccc(Cl)cc1)c1ccccc1,-26,0.1,35,.,2,-2,0,3.7
Cc1noc(C)c1NC(=O)N(C)C[C@@H]1OCCCC[C@@H](C)Oc2ccc(NS(=O)(=O)c3cccs3)cc2C(=O)N([C@H](C)CO)C[C@@H]1C,-5,-0.2,-2,0,-6,-4,-2,-1.0

Further records follow.
mol,EWS-Fli inh,XiGFP reactiv,PAX8 reporter,GSIS activator,DENV2 CPE,ARNT TACC3 PPI,ERp5 block,F508del corr
Cc1ccc(Cl)cc1N1CCN(CC(O)COC(C)C)CC1 (stereo not drawn),5,0.0,-10,17,33*,.,3,-0.8
CSCCC(NC(=O)c1cccc(S(=O)(=O)N2CCOCC2)c1)C(=O)Nc1cccc(C)c1 (stereo not drawn),-2,0.0,31,-5,1,0,0,-1.3
CC1CN(C(=O)c2ccc(C(=O)c3ccccc3)cc2)CC(C)O1 (stereo not drawn),-2,.,.,-7,15,0,1,1.7
CC(=O)C1=CCC(c2cccs2)N(S(=O)(=O)c2ccc(C)cc2)C1 (stereo not drawn),-4,.,14,4,7,.,1,-1.3
COc1cc(CNCc2ccccc2C(F)(F)F)cc(OC)c1,8,0.4,2,-17,3,16,-3,5.0
Cc1ccc(Cc2c(-c3ccco3)nc3ccc(Br)cn23)cc1,-26,0.5,-20,.,-7,.,-1,1.1
COC(=O)C1=CN(c2ccc(C(C)(C)C)cc2)C(N)=C(C#N)C1c1cccc([N+](=O)[O-])c1 (stereo not drawn),-33,0.1,-61,-60,-8,.,-3,0.0
C[C@H](CO)N1C[C@H](C)[C@H](CN(C)C(=O)CN2CCOCC2)Oc2ncc(C3=CCCC3)cc2C1=O,-55,-0.1,-8,14,-7,-6,2,-2.4
COc1ccc(C#Cc2ccc([C@H]3[C@H](CO)N4C(=O)CN(C(C)=O)C[C@@H]34)cc2)cc1,-3,0.0,-31,11,?,.,-7,-1.3
NC(=O)c1nsc(C(=O)N(c2cccc(F)c2)C(C(=O)NCC2CCCO2)c2ccc3ncccc3c2)c1N (stereo not drawn),1,0.1,-44,-6,?,2,1,-2.1
COc1ccc(NC(=O)c2ccc(Oc3ncccn3)cc2)cc1,-23,0.0,-76,.,0,-6,-3,-1.1
COc1ccc(NC(=O)CCCC(=O)c2ccccc2)cc1OC,-9,0.0,12,11,-1,-5,1,1.5
